Source: PubChem
SENP7 inh: inhibitors of human SENP7 protease; Q9BQF6; recombinant SENP7, Z-RLRGG-aminoluciferin luminescence, 40 min; inhibition, % at 5 µM; hit rate 1.5% among 330,000;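 active means inhibition above about 50% at the single test dose, limit read from the data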;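 further: plate controls were DMSO with enzyme for no effect and no enzyme buffer wells for full effect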
SENP6 inh: inhibitors of human SENP6 protease; hit rate 1.8% among 330,000; inhibition, % at 10 µM; Recombinant SENP6 catalytic domain, aminoluciferin luminescence; Q9GZR1;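 active means inhibition above about 50% at the single tested dose, limit read from the data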;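 further: plate controls were DMSO wells with enzyme for no effect and DMSO wells lacking enzyme for full effect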
Target sequence (Q9GZR1 628-1112 limits assumed): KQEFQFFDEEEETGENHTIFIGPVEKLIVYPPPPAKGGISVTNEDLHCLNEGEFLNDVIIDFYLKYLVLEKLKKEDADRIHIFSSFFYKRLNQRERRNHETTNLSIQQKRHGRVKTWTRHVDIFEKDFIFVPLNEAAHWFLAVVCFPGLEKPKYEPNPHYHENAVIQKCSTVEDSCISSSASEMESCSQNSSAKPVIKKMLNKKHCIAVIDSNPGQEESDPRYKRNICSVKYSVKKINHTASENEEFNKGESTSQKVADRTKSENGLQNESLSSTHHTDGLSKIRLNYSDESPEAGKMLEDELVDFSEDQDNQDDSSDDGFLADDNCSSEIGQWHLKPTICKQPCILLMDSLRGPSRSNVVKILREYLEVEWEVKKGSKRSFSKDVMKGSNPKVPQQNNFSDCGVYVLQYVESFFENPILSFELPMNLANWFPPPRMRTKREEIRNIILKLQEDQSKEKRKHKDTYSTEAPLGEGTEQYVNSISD
MIN6 prolif: inducers of beta-cell replication in MIN6 cells. MIN6 cells proliferation, ATPlite luminescence, 48 h; cells starved in 0.2% serum; 100% = growth in 10% serum. proliferation, % at 10 µM. hit rate 0.29% among 330,000;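 active means compounds whose signal lies at least 3.5 SD above the mean of all wells on their plate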;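 further: 0% = DMSO-treated cells in low-serum medium and 100% = 10% serum control; some compounds called inactive have numbers as strong as hits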
PfG6PD inh: PfG6PD (Plasmodium falciparum) enzyme inhibition. PfGluPho enzyme, NADPH resazurin-diaphorase fluorescence. inhibition, % at 20 µM. hit rate 0.78% among 350,000. AID 504690;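 active means inhibition reaching at least a set limit at 20 µM in the primary screen, cut at about 59% in these data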;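 further: 0% = DMSO wells with substrate and 100% = DMSO wells lacking glucose-6-phosphate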
SENP8 block-1: inhibitors of human SENP8 protease; inhibition, % at 10 µM; hit rate 1.2% among 330,000; purified SENP8, Z-RLRGG-aminoluciferin cleavage, luminescence; Q96LD8; AID 2540; in the data active means inhibition above about 50%
Target sequence (Q96LD8 whole entry, looked up): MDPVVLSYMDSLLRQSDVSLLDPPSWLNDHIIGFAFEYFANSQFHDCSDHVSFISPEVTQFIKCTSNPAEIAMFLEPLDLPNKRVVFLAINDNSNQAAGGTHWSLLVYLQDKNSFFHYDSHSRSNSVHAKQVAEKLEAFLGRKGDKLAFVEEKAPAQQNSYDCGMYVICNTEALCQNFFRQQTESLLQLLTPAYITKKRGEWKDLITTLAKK
SENP1 inh: inhibitors of human SENP1 SUMO protease catalytic domain | Q9P0U3 | inhibition, % at 10 µM | hit rate 0.21% among 360,000 | recombinant SENP1 catalytic domain, CyPet-SUMO1-YPet FRET cleavage;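 active means inhibition at least 30% at 10 µM, raw YFP signal under a set limit, fluorescence ratio 0.5 to 1.5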;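 further: 0% = enzyme with DMSO and 100% = no enzyme wells; some results filed as inactive read as strong as hits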
Target sequence (Q9P0U3 419-644 limits assumed): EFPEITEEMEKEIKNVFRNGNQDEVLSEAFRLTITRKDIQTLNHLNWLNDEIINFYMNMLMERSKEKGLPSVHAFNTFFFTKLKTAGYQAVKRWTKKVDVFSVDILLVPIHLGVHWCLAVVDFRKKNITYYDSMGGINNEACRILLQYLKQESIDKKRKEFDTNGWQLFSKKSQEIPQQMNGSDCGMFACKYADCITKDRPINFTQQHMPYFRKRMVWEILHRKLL
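System: Recombinant human SENP1 catalytic domain, His6-tagged | Incubation: Enzyme reaction for 50 min at room temperature, dark | Medium: Tris pH 8 with BME, BSA, NP40 and catalase | Also added: 25 nM SUMO1 FRET substrate | Compound: 10 µM single point, 0.5% DMSO | Measured by: FRET fluorescence in CFP and YFP emission channels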
HKDC1 inh: HKDC1 (human) hexokinase inhibition; Q2TB90; recombinant HKDC1, G6PDH/diaphorase resazurin coupled fluorescence; inhibition, % at 20 µM; hit rate 0.16% among 340,000;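 active means inhibition above about 35% when tested at 20 µM, limit read from the data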;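 further: plate controls were DMSO wells with enzyme for no effect and DMSO wells lacking enzyme for full effect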
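Test system: Recombinant HKDC1 (HK5) hexokinase enzyme, produced in-house | Input: HKDC1 at 5 µg/mL | Buffer or medium: Tris pH 8.0 buffer with MgCl2, Tween-20, BSA, BME | Schedule: 90 min reaction incubation at room temperature, dark | Technique: Resazurin-to-resorufin fluorescence via G6PDH and diaphorase coupling, 525/613 nm | Controls: DMSO wells with and without enzyme mix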
UBC13 inh: human UBC13 polyubiquitination inhibition | hit rate 0.47% among 330,000 | inhibition, % at 20 µM | UBC13 polyubiquitin chain formation, TR-FRET | P61088; in the data active means inhibition above about 45%, passing the limit was not always enough
Target sequence (P61088 whole entry, looked up): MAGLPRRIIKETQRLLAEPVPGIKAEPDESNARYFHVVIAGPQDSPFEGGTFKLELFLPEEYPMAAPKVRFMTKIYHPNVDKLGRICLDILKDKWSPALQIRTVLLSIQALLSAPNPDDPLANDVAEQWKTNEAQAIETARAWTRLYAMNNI
SENP8 block-2: inhibitors of human SENP8 protease; Q96LD8; recombinant SENP8, Nedd8 substrate fluorescence; inhibition, % at 20 µM; hit rate 0.64% among 360,000; AID 602440; in the data active means inhibition mostly above about 40%, no sharp cut-off; inactive means mostly below about 27%
An asterisk follows results filed as active; . = no result given.

SMILES	SENP7 inh	SENP6 inh	MIN6 prolif	PfG6PD inh	SENP8 block-1	SENP1 inh	HKDC1 inh	UBC13 inh	SENP8 block-2
Cc1cc(=O)[nH]c2ccc(S(=O)(=O)Nc3ccc(O)cc3)cc12	5	6	-2	10	-8	3	11	-4	16
Cc1csc(=O)n1CC(=O)OCc1nnc(-c2ccc(Cl)cc2)o1	7	4	-4	-1	-1	1	4	0	15
CCOC(=O)N1CCC(NC(=O)c2oc3c(F)cccc3c2C)CC1	-2	0	-5	1	5	1	-3	-6	18
O=C(NCc1ccco1)C12CN(Cc3ccccc3)CC1C(c1ccc([N+](=O)[O-])cc1)=NO2 (stereo not drawn)	5	1	1	15	-3	-1	3	-14	11
CCCCNc1cc(=O)oc2ccccc12	-2	-6	-2	5	-5	-4	4	-2	7
Cc1ccc(C(=O)N/C(=C/c2cccs2)C(=O)NCc2ccco2)cc1	8	7	-1	-7	-1	0	-13	-5	10
CCOC(=O)c1ccccc1NC(=O)c1ccccc1NS(C)(=O)=O	2	7	0	-2	3	0	-4	2	-78
Cc1cccc2cc(CN(Cc3ccco3)C(=O)c3ccco3)c(=O)[nH]c12	-1	2	1	9	4	-1	-2	0	-45
CC(=O)N1CCN(S(=O)(=O)c2cccc(C(=O)NNC(=O)Cn3nc(C)cc3C)c2)CC1	6	3	-1	-4	1	2	-2	5	3
Cc1ccc(N2CC(C)Cn3c2nc2c3c(=O)n(CC(=O)OCc3ccccc3)c(=O)n2C)cc1C (stereo not drawn)	-6	-3	-4	7	-4	3	4	-3	-31
CCN1C(=O)c2ccccc2S(=O)c2ccc(C(=O)N3CCN(C(=O)c4ccco4)CC3)cc21 (stereo not drawn)	-2	0	1	3	2	1	-4	-2	11
Cc1nc(N2CCOCC2)sc1C(=O)NN	-4	0	0	62*	-11	0	0	-7	26
COc1ccc(/C(C)=N/NC(=O)CNC(=O)c2ccco2)cc1	4	0	-2	-12	-4	0	-5	1	11
COc1cccc(CN(C)C(=O)C2CC(=O)N(c3ccc4c(c3)OCCO4)C2)c1 (stereo not drawn)	-1	-6	2	0	-3	0	-2	-8	3
COc1ccc(Cn2nnnc2C(c2ccccc2Cl)N2CCC(C(N)=O)CC2)cc1 (stereo not drawn)	3	-17	-2	-5	5	-2	-2	-7	5
COc1ccc(NC(=O)CCN2CCCCCC2)cc1	12	-5	-1	-1	5	-5	-3	1	18
COC(=O)c1ccc(NC(=O)Cc2ccccc2)cc1	10	-29	3	-10	-12	2	3	2	14
Cc1cc(C(=O)NCCCOC(C)C)c2ccccc2n1	2	-3	-1	-14	4	1	-6	8	15
Cc1c(C)c2ccc(OCC(=O)N3CCC[C@@H]3C(=O)O)c(C)c2oc1=O	6	-9	1	-26	3	-1	2	-5	4
O=C(OC(C(=O)NCc1cccs1)c1ccccc1F)c1ccco1 (stereo not drawn)	-7	-6	-3	-5	-7	2	2	-11	15
CCOc1ccc(C(=O)OC2CCN(C)CC2)cc1	1	-8	-2	-11	10	1	-3	2	18
CCCCN=Cc1c(C)[nH]n(-c2ccccc2)c1=S	7	8	4	57	-2	2	-12	-15	10
O=C(c1ccc2nc[nH]c2c1)N1CCc2ccccc2C1	0	-9	-1	1	-6	1	-2	-8	4
COc1ccc(CCNC(=O)[C@H](C)NC(=O)[C@@H]2CSC3c4ccccc4C(=O)N32)cc1 (stereo partly drawn)	9	0	-1	-2	-3	0	-5	6	-1
Cc1cc2c(SCC(=O)Nc3cccc(O)c3)ncnc2s1	.	.	.	5	.	-28	12	.	-117
Next part:
SMILES	SENP7 inh	SENP6 inh	MIN6 prolif	PfG6PD inh	SENP8 block-1	SENP1 inh	HKDC1 inh	UBC13 inh	SENP8 block-2
COc1ccc(C(=O)C2CCCN(Cc3ccc4nonc4c3)C2)c(OC)c1 (stereo not drawn)	8	-5	2	32	7	1	0	12	8
C[C@H]1COC(=O)[C@H](Cc2ccc(F)cc2)CC/C=C/C[C@@H](CC(=O)N[C@@H](CO)Cc2ccccc2)C(=O)N1	12	-3	-4	-6	-2	2	-3	-1	16
O=C(O)c1cccc(Nc2nc3ccccc3nc2NS(=O)(=O)c2cccs2)c1	8	12	-2	-23	-4	-3	7	-2	-292
CC(=O)N[C@H]1[C@H](Oc2ccc3c(c2)CCC2C3CC[C@]3(C)C(=O)CCC23)O[C@H](CO)[C@@H](O)[C@@H]1O (stereo partly drawn)	-8	-17	-3	-8	-8	0	0	2	19
c1ccc(N2CCOCCOCCOCCOCC2)cc1	4	1	0	-2	-7	1	-7	0	15
CCCn1c(=O)c2ccccc2n2c(SCc3nc4ccccc4s3)nnc12	-7	-11	-1	9	5	-39	-2	-3	-64
COc1ccc(CCNC(=O)CNC(=O)Cn2ccc3ccccc3c2=O)cc1OC	3	0	-1	-10	3	0	-2	11	5
Cc1cccc(/C=C(\C(=O)C(=O)O)c2ccc3ccccc3n2)c1	2	-7	-3	-30	-8	-28	6	6	-455
COc1cc(C(=O)NCCc2ccccc2)ccc1OCC(=O)N1CCOCC1	2	5	-1	4	-6	0	-2	-6	14
COc1ccccc1CNC(=O)C1CCN(C(=O)[C@@H]2Cc3ccccc3CN2)CC1	-14	-2	-3	-4	-7	3	-7	-5	14
CCCOc1ccc(-c2nnn(CC(=O)Nc3cccc(C(=O)OC)c3)n2)cc1	-6	-7	-1	3	-13	2	-2	-11	6
COc1cccc(N=Cc2c[nH][nH]c2=O)c1	3	0	-3	9	0	1	2	-4	0
COc1cc2c(cc1OC)/C(=C/C(=O)c1ccc(C)cc1)NCC2	7	17	1	24	10	-87	2	-1	-284
CCc1cc2c(=O)n(-c3ccc(Br)cc3)cnc2s1	1	-14	-1	-20	-8	3	-3	-1	25
CCOc1ccc(CNC(=O)CCC(=O)N2CCSc3ccccc32)cc1	20	-18	2	-10	-8	3	-1	-5	3
Cc1ccc(NC(=O)CN(C)CC(=O)Nc2sc3c(c2C(N)=O)CCC3)cc1	-10	5	-1	11	0	-5	0	5	-64
CC(C)Cc1ccc(CN2CCC(n3nccc3NC(=O)C3CCCC3)CC2)cc1	6	-11	-7	23	-6	0	1	-2	12
O=C(c1ccc2c(c1)OCO2)N1CCC2(CC1)Oc1ccc(Cl)cc1C(=O)C21CC(c2ccccc2)=NO1 (stereo not drawn)	2	-14	-7	1	0	0	-4	0	22
CCC(=O)c1ccc(OCC(=O)OCC(=O)N(CCC#N)c2ccc3c(c2)OCCO3)cc1	1	9	-6	-12	-5	-1	7	11	13
Cc1ccc(NC(=O)CCC(=O)N/N=C/c2cccs2)cc1C	-1	-19	0	18	-11	3	-10	-9	16
CSc1ccc(S(=O)(=O)Nc2ccc(NC(C)=O)cc2)cc1	-2	-2	1	-15	8	1	-1	-3	2
CC(C)C(=O)NC(=O)COC(=O)/C=C/c1cccs1	1	23	-2	-14	15	0	-1	-1	15
O=C(CSc1ccc(Cl)cc1)Nc1cccc(-c2nnc(-c3ccco3)o2)c1	3	-4	0	-3	2	0	-9	0	-62
CCOC(=O)Cc1nn(C)c(=O)c2ccccc12	5	5	-1	0	6	2	-5	-2	12
CNC(=O)c1ccsc1NC(=O)CN1C(=O)CCC1=O	-2	8	-3	0	1	1	-7	7	11

4 neighbouring entries already listed, quoted:
SMILES	SENP7 inh	SENP6 inh	MIN6 prolif	PfG6PD inh	SENP8 block-1	SENP1 inh	HKDC1 inh	UBC13 inh	SENP8 block-2
CC(C)C(=O)NC(=O)COC(=O)/C=C/c1cccs1	1	23	-2	-14	15	0	-1	-1	15
O=C(CSc1ccc(Cl)cc1)Nc1cccc(-c2nnc(-c3ccco3)o2)c1	3	-4	0	-3	2	0	-9	0	-62
CCOC(=O)Cc1nn(C)c(=O)c2ccccc12	5	5	-1	0	6	2	-5	-2	12
CNC(=O)c1ccsc1NC(=O)CN1C(=O)CCC1=O	-2	8	-3	0	1	1	-7	7	11

Following part
SMILES	SENP7 inh	SENP6 inh	MIN6 prolif	PfG6PD inh	SENP8 block-1	SENP1 inh	HKDC1 inh	UBC13 inh	SENP8 block-2
COc1cccc(C(=O)NCC(=O)NCc2cc(=O)n(C)c(=O)n2C)c1	11	0	0	-4	-7	2	6	-3	8
CCCC(=O)Nc1ccc(N2CCN(C(=O)c3cc4ccccc4o3)CC2)cc1	-5	0	0	-12	-2	2	-6	7	14
O=C(NC(=O)c1ccccc1Cl)Nc1ccc(-c2cnco2)cc1	-3	-21	-2	10	-9	-1	1	1	-8
Oc1ccc(-n2cccc2/C=N/n2cnnc2)cc1	-2	0	-2	-8	4	7	-2	1	16
O=C(Nc1ccc2c(c1)OCCO2)C1CCN(C(=O)c2ccc([N+](=O)[O-])cc2)CC1	5	-1	3	-13	5	2	-8	11	14
CCc1c(O)c(/C(C)=N\O)c(=O)n(-c2ccccc2)c1-c1ccccc1	-4	-7	0	-3	-6	-2	-14	-2	18
CCc1ccc(N2C(=O)C3ON(c4ccccc4)C(c4ccco4)C3C2=O)cc1 (stereo not drawn)	4	-12	-1	4	-1	4	1	10	11
OC(c1ccc2c(c1)OCO2)c1nccc2ccccc12 (stereo not drawn)	10	4	2	-16	3	-4	-1	1	9
Cc1ccc(COn2c(-c3ccc(Cl)cc3Cl)nc3ncccc32)cc1	-1	11	-2	1	0	-20	7	4	-4
O=C(/C=C\c1ccccc1)NCC(=O)N/N=C/c1ccc(O)cc1O	6	3	-2	-26	1	1	-30	-17	2
COc1cc(OC)cc(C(=O)Nc2ccn(C)n2)c1	13	-2	-3	-6	-4	2	1	5	9
Cc1nnc(N/N=C/c2ccc([N+](=O)[O-])cc2)n1N	4	-1	-3	22	8	3	9	-17	27
CCSc1nc(-c2ccccc2)nc(C(Cl)Cl)n1	6	-13	-5	10	-3	0	1	-4	18
Cc1cccc(OCCCC(=O)Nc2ccc(Cl)c(S(=O)(=O)N3CCOCC3)c2)c1	8	-21	-5	5	1	0	0	1	2
Cc1nc2c(C(=O)N3CCN(C)CC3)cnn2c(C)c1Cc1ccc(Cl)cc1	1	6	0	-1	-2	3	-5	15	-226
Cc1cc(Cl)n2nc(C)c(-c3ccc(Cl)cc3)c2n1	-1	-14	-7	20	5	1	-1	6	9
COc1ccccc1N(CC(=O)NCCC1=CCCCC1)S(=O)(=O)c1ccccc1	1	5	-5	-22	2	0	24	3	2
Cc1ccc(C)c(NC(=O)c2cc[n+](C)cc2)c1	-5	-5	-1	2	12	2	-4	5	12
O=C(CSc1ccc(F)cc1)Nc1nnc(-c2ccco2)o1	0	-2	-4	-18	0	0	-4	-2	8
O=C(CCC1COc2ccccc2O1)N1CCCC1 (stereo not drawn)	7	5	-1	-17	7	1	-1	4	16
O=C(Nc1ccc(S(=O)(=O)Nc2nccs2)cc1)c1nn(-c2ccc(F)cc2)ccc1=O	17	9	4	-15	2	0	4	-7	10
COc1cc(/C=N/NC(=O)C(=O)NCc2ccco2)cc(Cl)c1O	-1	-12	1	26	-2	2	-6	0	-7
O=C(N/N=C/C=C/c1ccco1)c1cccc([N+](=O)[O-])c1	8	5	0	18	-7	3	4	-9	29
COc1ccccc1Nc1nc(N)nc(CSC(=S)N2CCC(C)CC2)n1	-6	4	-4	5	-5	2	-4	-4	6

Just SENP8 block-1 (2 entries from above):
| mol | SENP8 block-1 |
| --- | --- |
| Cc1cccc(OCCCC(=O)Nc2ccc(Cl)c(S(=O)(=O)N3CCOCC3)c2)c1 | 1 |
| Cc1nc2c(C(=O)N3CCN(C)CC3)cnn2c(C)c1Cc1ccc(Cl)cc1 | -2 |
